# Screening results: PubChem, several laboratories
# BoNT A protease: BoNT/A light chain protease inhibitors, primary screen, biochemical, flow cytometry, MLPCN library; hit rate 0.17% among 360,000; multiplex microsphere protease substrate cleavage; inhibition, % at 10 µM; Botulinum neurotoxin type A light chain protease (Clostridium botulinum A str. ATCC 3502); further: plate controls were buffer without enzyme for full effect and enzyme alone for no effect
# Anthrax LF prot: Bacillus anthracis LF protease inhibitors, primary screen, biochemical, multiplex microsphere, MLPCN library; Lethal factor (Bacillus anthracis), P15917; multiplex microsphere protease cleavage assay; inhibition, % at 10 µM; hit rate 0.12% among 360,000; AID 588501, 2011; further: plate controls were buffer without enzyme for full effect and enzyme alone for no effect
# Target sequence (P15917 whole entry, looked up): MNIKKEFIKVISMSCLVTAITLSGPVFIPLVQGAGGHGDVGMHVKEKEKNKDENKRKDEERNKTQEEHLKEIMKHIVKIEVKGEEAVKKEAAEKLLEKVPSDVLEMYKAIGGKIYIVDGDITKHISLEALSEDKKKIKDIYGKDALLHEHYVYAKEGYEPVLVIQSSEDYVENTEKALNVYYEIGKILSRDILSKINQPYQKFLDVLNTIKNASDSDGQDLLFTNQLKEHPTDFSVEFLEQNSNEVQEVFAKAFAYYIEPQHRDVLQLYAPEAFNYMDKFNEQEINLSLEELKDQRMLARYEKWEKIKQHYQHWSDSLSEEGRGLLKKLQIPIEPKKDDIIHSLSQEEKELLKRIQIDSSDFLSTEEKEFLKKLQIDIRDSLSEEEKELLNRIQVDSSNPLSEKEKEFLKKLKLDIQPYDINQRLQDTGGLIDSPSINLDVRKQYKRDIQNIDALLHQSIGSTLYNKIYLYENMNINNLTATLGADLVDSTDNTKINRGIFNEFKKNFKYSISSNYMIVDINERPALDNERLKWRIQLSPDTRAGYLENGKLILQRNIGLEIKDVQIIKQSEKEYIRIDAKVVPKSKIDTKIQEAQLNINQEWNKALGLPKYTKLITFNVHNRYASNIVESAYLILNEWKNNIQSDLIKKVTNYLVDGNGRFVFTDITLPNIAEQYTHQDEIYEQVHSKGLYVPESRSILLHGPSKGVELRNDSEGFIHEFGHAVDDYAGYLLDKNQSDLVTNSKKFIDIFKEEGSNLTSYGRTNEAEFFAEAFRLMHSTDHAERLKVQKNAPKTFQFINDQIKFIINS
# CCHF vOTU inh: CCHFV vOTU protease inhibitors, primary screen, biochemical, Pep-AMC substrate, fluorescence; hit rate 0.55% among 370,000; Crimean-Congo hemorrhagic fever virus L polyprotein viral ovarian tumor (vOTU) protease …; AID 651958, 2012; inhibition, % at 11.5 µM; in the data active means inhibition above about 30%; further: 0% = vehicle wells with enzyme and 100% = no enzyme wells
# TcdB inh: TcdB glycohydrolase inhibitors, primary screen, biochemical, single point, plate reader; Toxin B (Clostridioides difficile), P18177; TcdB glycohydrolase enzymatic assay; inhibition, % at 9.99 µM; hit rate 0.24% among 350,000; in the data active means inhibition above about 10%
# FadD28 binding: inhibitors of FadD28 bisubstrate probe binding, primary screen, biochemical, fluorescence polarization, single point; Mycobacterium tuberculosis FadD28 fatty-acid-AMP ligase; hit rate 0.22% among 360,000; inhibition, % at 12.5 µM; in the data active means inhibition above about 8.5%, passing the limit was not always enough; inconclusive means no clear call, values can overlap the other calls
# PrPC TRFRET: inhibitors of human cell surface prion protein PrPC, primary screen, cell-based, TR-FRET; AID 720596, 2013; hit rate 0.43% among 370,000; inhibition, % at 13.8 µM; TR-FRET read-out; in the data active means inhibition above about 24%; further: 0% = median of the test wells and 100% = reference compound wells
# BoNT-F LC inh: BoNT/F light chain protease inhibitors, primary screen, biochemical, flow cytometry, MLPCN library; Multiplex microsphere protease cleavage assay; inhibition, % at 10 µM; hit rate 0.22% among 360,000; AID 588497, 2011; in the data active means inhibition above about 35%, passing the limit was not always enough; inconclusive means no clear call, values can overlap the other calls; further: plate controls were buffer without enzyme for full effect and enzyme alone for no effect
# Y pestis TopoI: Yersinia pestis topoisomerase I inhibitors, primary screen, biochemical, cleavage product accumulation, plate reader, single point; DNA topoisomerase I (Yersinia pestis CO92); Y. pestis Topo-I cleavage product accumulation; activity, % at 10 µM; hit rate 0.064% among 360,000; AID 504884, 2011; in the data active means activity above about 50%, passing the limit was not always enough; inconclusive means no clear call, values can overlap the other calls; further: inactives centre near 2
# PfHsp40 rescue: rescue of yeast from PfHsp40 toxicity, primary screen, S. cerevisiae, ATP luminescence; S. cerevisiae expressing PfHsp40, growth rescue; growth rescue, % at 12.5 µM; hit rate 0.68% among 340,000; AID 504582, 2011; in the data active means growth rescue above about 28%, passing the limit was not always enough; inconclusive means no clear call, values can overlap the other calls;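 further: yeast W303a lacking pdr1 and pdr3 grown in galactose medium; growth measured after three days at 30 °C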
# * = called active by the depositor; ? = inconclusive; . = no result given; & = joins results of further samples. Unless noted, no stated cut-off is given here; in the data, active means inhibition above about 30%; inconclusive means no clear call, values can overlap the other calls; inactive means below that.
structure,BoNT A protease,Anthrax LF prot,CCHF vOTU inh,TcdB inh,FadD28 binding,PrPC TRFRET,BoNT-F LC inh,Y pestis TopoI,PfHsp40 rescue
CCOc1ccc(CN2CCCN(C)CC2)cc1,-0.4,-3,3,0.4,-3.8,-2,-6,2,-0.3
COc1ccccc1CNC(=O)CSc1nc2nc(C)cc(C)n2n1,-1.1,-3,-7,.,-0.8,2,-6,-11,-0.1
COc1ccccc1N(CC(=O)NC1CCCC1)C(=O)c1cnn(C(C)C)c1,-2.7,-7,-8,.,-1.5,1,-18,-4,0.0
COc1ccc(-c2onc(C)c2-c2ccc3c(c2)OCCO3)c(O)c1,0.4,-6,13,2.1,-4.0,9,-5,13,3.3
COc1cc(OC)c(C(=O)OC(C)C(=O)Nc2cc(C(F)(F)F)ccc2Cl)cc1OC (stereo not drawn),0.1,-1,8,0.6,-3.3,-3,1,12,2.9
O=C(COc1ccc(S(=O)(=O)NCc2ccccc2)cc1Cl)NCc1ccncc1,0.0,-1,9,-0.1,-2.6,4,-2,-5,-1.4
COc1ccc(OC(=O)COc2cccc(C)c2)cc1,5.0,19,-3,0.3,-0.3,10,?,9,-1.1
CC(C)N1CCCC(C)(C(=O)Nc2nc3ccccc3[nH]2)C1 (stereo not drawn),-0.7,-8,4,0.3,-1.3,8,-18,-4,.
CCCCn1nnnc1NCc1ccc(N2CCCC2)cc1,2.5,-13,7,.,-1.5,-7,-59,1,-0.3
COc1ccc(C(=O)NCc2cccnc2)cc1OC,0.6,0,-5,.,-0.6,1,-2,0,0.3
CC(=O)c1cccc(NC(=O)COC(=O)Cc2ccc(Cl)cc2)c1,0.5,-1,-14,0.1,-3.5,1,-8,-10,2.1
N#Cc1ccccc1OCC(=O)Nc1ccc2c(c1)OCO2,-0.3,-6,15,-0.6,-2.5,20,0,-2,.
O=C(Nc1nc2ccccc2[nH]1)c1ccc(Br)o1,-0.3,-6,20,1.7,-3.3,-3,-5,4,1.2
CCOP(=O)(c1ccccc1)C1(C#N)CCCC1 (stereo not drawn),0.1,-8,-1,.,1.4,5,-10,8,-0.3
COc1cccc(-n2nnc3c(=O)n(C/C=C/c4ccccc4)cnc32)c1,-0.5,-2,-8,1.2,-0.5,-2,-12,-2,2.5
CCCS(=O)(=O)N1CCC(CCOc2ccccc2)(C(=O)OCC)CC1,-0.4,-4,7,1.7,0.1,8,-1,27,0.1
O=C1c2ccccc2C(=O)N1CC1CO1 (stereo not drawn),0.1,-8,-9,0.4,-2.0,-2,1,-1,0.8
Cc1cnc(NC(=O)c2ccco2)s1,-1.2,4,3,.,-2.2,8,-6,-2,-0.8
CCc1cccc(NC(=O)C2CCCN2S(=O)(=O)c2ccc3c(c2)n(C)c(=O)c(=O)n3C)c1 (stereo not drawn),0.4,-4,-8,1.4,-4.4,-1,2,7,0.1
Cc1ccc(S(=O)(=O)c2c(C)nn(-c3ccccc3)c2OC(=O)c2ccco2)cc1,-0.6,0,-1,-0.6,-1.9,-4,-6,-8,-0.3
Cc1cc(=O)n2[nH]cc(C(=O)O)c2n1,0.2,-4,-4,1.4,0.2,-1,-1,8,-1.1
Cn1cccc1Cc1nnc(SCC(=O)Nc2ccc(F)cc2)n1CCc1ccccc1,-1.1,-3,5,0.8,-2.4,6,-11,25,-0.3
CCOC(=O)c1ccc(NC(=O)CSc2nc3ncccc3[nH]2)cc1,0.6,-2,6,-0.4,-1.2,6,-5,-4,0.2
O=C(COC(=O)/C=C/c1ccccc1)NC1CCS(=O)(=O)C1 (stereo not drawn),-0.5,-6,6,3.1,-1.9,8,1,-1,0.5
CC1Cc2ccccc2N1Cc1cc(=O)c(OCC(=O)Nc2ccccc2)co1 (stereo not drawn),-0.5,3,-2,2.3,-0.7,2,-2,38,0.7

# Full records as entered above:
# Profile of CCc1cccc(NC(=O)C2CCCN2S(=O)(=O)c2ccc3c(c2)n(C)c(=O)c(=O)n3C)c1 (stereo not drawn) = BoNT A protease = 0.4; Anthrax LF prot = -4; CCHF vOTU inh = -8; TcdB inh = 1.4; FadD28 binding = -4.4; PrPC TRFRET = -1; BoNT-F LC inh = 2; Y pestis TopoI = 7; PfHsp40 rescue = 0.1
# Profile of CC(=O)c1cccc(NC(=O)COC(=O)Cc2ccc(Cl)cc2)c1 = BoNT A protease = 0.5; Anthrax LF prot = -1; CCHF vOTU inh = -14; TcdB inh = 0.1; FadD28 binding = -3.5; PrPC TRFRET = 1; BoNT-F LC inh = -8; Y pestis TopoI = -10; PfHsp40 rescue = 2.1

# Individual results from the results shown.
# Entry for COc1cccc(-n2nnc3c(=O)n(C/C=C/c4ccccc4)cnc32)c1 in PfHsp40 rescue: 2.5
# Entry for O=C(COC(=O)/C=C/c1ccccc1)NC1CCS(=O)(=O)C1 (stereo not drawn) in Y pestis TopoI: -1
# Entry for Cc1cc(=O)n2[nH]cc(C(=O)O)c2n1 in Y pestis TopoI: 8
# Entry for CC(C)N1CCCC(C)(C(=O)Nc2nc3ccccc3[nH]2)C1 (stereo not drawn) in BoNT-F LC inh: -18

# Next part:
structure,BoNT A protease,Anthrax LF prot,CCHF vOTU inh,TcdB inh,FadD28 binding,PrPC TRFRET,BoNT-F LC inh,Y pestis TopoI,PfHsp40 rescue
O=C1C2ON(c3ccc(Br)cc3)C(c3cccnc3)C2C(=O)N1C1CCCCC1 (stereo not drawn),-0.3,1,7,.,-1.4,-4,-5,-3,-0.8
COc1cc(CCC(=O)OCC(=O)N2CCc3ccccc32)cc(OC)c1OC,-6.0,-3,-12,-0.3,-1.8,-1,11,32,0.4
COc1ccc(CNC(=O)C2CCN(S(=O)(=O)N3CCC(C)CC3)CC2)c(OC)c1,0.0,1,-1,1.0,-1.7,-2,2,16,.
CCN(Cc1nc2ccccc2n1C)c1ccccc1,0.2,-12,2,-0.5,-1.4,10,?,5,-0.4
CCOc1ccc(NC(=O)CN2C(=O)NC3(CCCC3)C2=O)cc1S(=O)(=O)N1CCCCC1,-0.7,-2,13,-0.2,0.5,0,-3,8,-1.5
Cc1ccc(CNC(=O)C2CCC(=O)N(CC3CCCCC3)C2)o1 (stereo not drawn),1.0,1,0,0.6,-2.6,6,2,-3,-0.6
O=C(c1cc2c(c(-c3cccc(-c4ccc(F)cc4)c3)n1)[C@H](CCO)N(C(=O)c1ccc3c(c1)OCO3)C2)N1CCOCC1,0.4,-7,0,0.1,.,-1,1,.,.
COc1ccc(Cn2nnnc2C(c2ccccn2)N2CCN(c3cc(Cl)ccc3C)CC2)cc1 (stereo not drawn),-0.5,2,7,.,-1.8,-1,-14,16,4.4
O=C(Nc1ccccc1OC(F)F)c1ccc(-n2cncn2)c([N+](=O)[O-])c1,0.2,10,9,1.6,-0.6,-23,-1,5,-0.8
CCSc1nc(-c2ccccc2)nc(C(Cl)Cl)n1,-0.8,-9,-8,0.6,-4.2,5,-14,22,-0.3
CN(C)CCCOc1ccc(C(C)(C)c2ccccc2)cc1,-1.9,-6,-5,.,-2.8,1,-12,-5,0.0
CCN1C(=O)C(=C2C=C(C)N(Cc3ccco3)C(C)=C2)C(=O)N(CC)C1=S,8.6,7,-1,.,-3.3,14,2,4,1.1
Cc1cccc(OCC(=O)Nc2nccs2)c1C,-1.6,-1,12,0.3,-0.5,2,-13,2,0.0
CN(C)c1ccc(C(CNC(=O)Cc2cccc3ccccc23)N(C)C)cc1 (stereo not drawn),-2.5,-2,-6,2.7,0.9,3,-4,6,-0.1
CCN(CC)S(=O)(=O)c1ccc(C(=O)NCCN(C)C)cc1,-2.9,-4,1,0.0,0.4,-7,-7,1,-1.2
CCCNC(=O)N(C)C[C@@H]1Oc2ncc(-c3ccncc3)cc2C(=O)N([C@H](C)CO)C[C@@H]1C,0.3,-2,-2,0.5&0.2&0.6,-3.4,3,-2,4,.
COc1ccc(CC(=O)OC(C)C(=O)NCc2ccc3c(c2)OCO3)cc1OC (stereo not drawn),-2.3,2,-12,1.6,0.8,-1,0,17,-3.1
CCCCCCOc1ccc(OCC(O)CN2C(=O)NC(C)(C)C2=O)cc1 (stereo not drawn),-1.8,-3,11,0.8,0.7,-1,-13,5,0.6
Cc1occc1-c1nnc(SCC(=O)NCc2cccs2)n1-c1ccc(F)cc1,-0.4,0,-6,.,-3.6,-3,-2,12,1.4
CS(=O)(=O)N(CC(=O)Nc1ccccc1C(=O)N1CCCC1)c1ccccc1Br,7.4,5,11,-0.1,-2.7,2,17,1,5.4
COc1ccccc1CCc1nnc(N)s1,-1.3,-3,4,0.3,-4.1,3,?,-3,-0.5
CCOc1ccccc1CN1C(=O)c2ccccc2C1C(=O)NCC1CCCO1 (stereo not drawn),0.9,0,7,.,-3.4,1,6,2,-0.5
Cc1ccc(C(C)C)c2c1C(c1ccc3c(c1)OCO3)CC(=O)O2 (stereo not drawn),-0.3,-6,10,1.3,-4.9,-5,1,10,1.4
O=C(CSc1nnc2ccc(-c3cccnc3)nn12)Nc1ccc(F)cc1F,0.6,-5,9,1.2,-2.5,-23,2,-3,1.3
CC1CCCN(CCCNC(=O)c2nn(C)c3c2CSc2ccccc2-3)C1 (stereo not drawn),0.6,0,-4,0.8,-3.5,-6,0,7,0.5
CC(=O)c1cccc(OCC(=O)N2CCN(CC(=O)Nc3cccc(F)c3)CC2)c1,-0.2,-2,11,1.1,0.5,4,-2,-12,-0.6
Cc1ccc(N2CC(C(=O)NC3=NCCS3)CC2=O)cc1C (stereo not drawn),0.1,4,11,.,-1.8,3,15,2,-0.4
COc1ccc(C(C)=O)cc1COc1ccc(F)cc1,-1.4,1,11,2.2,-2.9,-5,-3,-11,1.9
CCN(CC)c1nc(N)nc(N(c2ccccc2)c2ccccc2)n1,-0.3,-6,8,1.3,-1.6,6,5,13,1.8
ClCc1c2ccccc2cc2ccccc12,1.2,-10,7,1.5,-1.6,-2,-4,3,-0.4
Cc1ccc(S(=O)(=O)NCC(=O)N(CC(=O)NCc2ccco2)Cc2ccccc2)cc1,0.4,0,6,1.2,.,-8,6,4,0.0
Clc1ccc(SCCCCN2CCOCC2)cc1,0.5,1,7,.,1.5,11,0,-7,0.6
Cc1ccc(-c2nc(CS(=O)CC(=O)N3CCN(c4ccccc4)CC3)c(C)o2)cc1 (stereo not drawn),-1.0,2,5,0.0,0.0,7,-6,15,-0.6
Cc1ccc(OCCNC(=O)CNC(=O)c2ccc3c(c2)OCO3)cc1,1.9,-4,-10,1.4,-1.1,-2,-14,7,0.1
N#CCSc1ccccc1NC(=O)COC(=O)C1CCN(C(=O)c2ccc(Cl)cc2)CC1,-0.5,-1,-12,0.0,0.3,7,1,-2,.
N#Cc1ccc(OCC(=O)OCC(=O)NC2CC2)cc1,.,.,2,0.5,-2.6,7,.,-10,-0.8
Cc1ccc(CNC(=O)C(CC(C)C)OC(=O)c2ccco2)cc1 (stereo not drawn),-2.9,-2,0,0.9,-1.4,-10,-15,-3,-0.1
O=C(CNc1cccc(Br)c1)Nc1ccc(S(=O)(=O)N2CCCCC2)cc1,-0.2,-1,18,-1.1,-2.1,6,-1,5,.
O=C(c1cc(-c2ccc(Br)cc2)nc2ccccc12)N1CCC1,2.7,-5,2,1.6,-1.9,-7,2,-6,0.5
CSCC[C@H](NC(=O)C1CCN(S(=O)(=O)c2ccc(C)cc2)CC1)C(=O)NC1CCS(=O)(=O)C1 (stereo partly drawn),-0.1,0,2,.,-2.7,-3,-4,-1,4.2
O=C1NC2NC(=O)N([N+](=O)[O-])C2N1 (stereo not drawn),-0.6,-13,-11,-1.0,-0.3,1,-18,7,.
CC(C(=O)N1CCN(Cc2ccc3c(c2)OCO3)CC1)n1cc([N+](=O)[O-])cn1 (stereo not drawn),-1.0,-4,11,0.8,-1.4,-3,-9,-6,3.1
